Source: PubChem BioAssay (National Center for Advancing Translational Sciences (NCATS))
A-T KAP1 phos: candidate therapy for ataxia-telangiectasia. […] A-T fibroblasts, KAP-1 phosphorylation AlphaLISA; neocarzinostatin DNA damage 30 min before lysis. Potency, µM (series often up to 57.5 µM), inactives show top-dose activation, usual class: activators. 320,000 tested, 0.19% active. AID 485349; further: potency means the concentration at half of the fitted maximal effect; % of control where 0% means no effect; nearly all actives have a fitted effect of over 45% in size
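ATM-like activity read as KAP-1 phosphorylation via AlphaLISA donor/acceptor antibody pairs after lysis and 6 hr at 25C. Cells were ATM-null patient fibroblasts ([…], hTERT), dosed 60 min, then exposed to the DSB inducer NCS for 30 min.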
TRPV1 agonist: agonists of human vanilloid receptor 1 (TRPV1). 320,000 tested, 0.19% active. activation, % at 8.33 µM. Q8NER1. TRPV1-expressing cells, Fluo-8 calcium influx, agonist mode; in the data active means activation above about 80%; inconclusive means between about 30% and that limit; further: 0% is about no effect
Target sequence (Q8NER1 whole entry, looked up): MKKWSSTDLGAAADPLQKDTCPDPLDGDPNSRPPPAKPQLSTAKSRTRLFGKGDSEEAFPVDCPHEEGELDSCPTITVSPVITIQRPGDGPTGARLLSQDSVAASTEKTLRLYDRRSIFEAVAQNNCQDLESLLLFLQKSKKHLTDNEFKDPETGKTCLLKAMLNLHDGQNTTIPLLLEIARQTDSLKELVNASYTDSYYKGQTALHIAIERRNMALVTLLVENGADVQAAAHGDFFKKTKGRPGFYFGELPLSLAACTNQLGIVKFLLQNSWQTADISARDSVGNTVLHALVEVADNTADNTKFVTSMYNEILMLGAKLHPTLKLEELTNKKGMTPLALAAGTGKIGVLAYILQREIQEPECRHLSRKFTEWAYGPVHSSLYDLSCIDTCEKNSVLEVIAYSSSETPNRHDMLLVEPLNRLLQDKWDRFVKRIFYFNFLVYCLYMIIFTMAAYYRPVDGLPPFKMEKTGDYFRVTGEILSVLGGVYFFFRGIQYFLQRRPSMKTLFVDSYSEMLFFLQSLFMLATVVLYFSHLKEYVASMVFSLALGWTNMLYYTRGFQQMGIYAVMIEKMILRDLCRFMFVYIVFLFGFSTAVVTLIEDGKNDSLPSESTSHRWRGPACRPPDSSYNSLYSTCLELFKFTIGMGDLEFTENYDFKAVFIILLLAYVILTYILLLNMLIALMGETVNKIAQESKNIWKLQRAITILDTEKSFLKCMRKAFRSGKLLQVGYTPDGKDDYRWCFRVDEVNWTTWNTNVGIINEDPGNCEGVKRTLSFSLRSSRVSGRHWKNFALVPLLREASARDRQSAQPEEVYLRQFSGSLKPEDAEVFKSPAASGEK
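Fluo-8 calcium influx in TRPV1-expressing cells, kinetic read (ex 480/em 520 nm). Compound added and read 3 min for agonist activity, followed by capsaicin at EC20 final and 2 min further read for enhancement.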
TSG101-PTAP inh: blocks PTAP/TSG101 interaction to inhibit HIV-1 budding | Q99816 | Fluorescence polarization, FITC-PTAP peptide / Tsg101 binding | Potency, µM (highest dose often 115 µM), without a hit: at the highest dose activity change, negative = inhibition, usual class: inhibitors | 340,000 tested, under 10 active; active means well fitted inhibition curve with a large enough effect in the main read-out, with a control signal flat, not every such curve was filed as active; inconclusive means small, poorly fitted or top-dose-only effect, or effect the other way, or a change in a side signal; inactive means no such curve, though single readings can be large or run the other way; further: potency means the concentration at half of the fitted maximal effect; % of control where 0% means no effect
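Compounds were pin-transferred onto Tsg101 binding domain (10 uM final) in HEPES pH 7.5 buffer, then FITC-PTAP peptide was added at 50 nM final. After 20 min at RT, polarization reported peptide displacement across a qHTS concentration series.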
ELG1 DNA repair: blocks ELG1-dependent DNA repair in HEK293T cells; 330,000 tested, 2.3% active; HEK293T ELG1-luciferase reporter, luminescence, 16 h; DNA damage induced by 5-fluorouridine; Potency, µM (titrated, usually from 46.1 µM), for the others: top-dose activity change, negative = inhibition, most hits filed as inhibitors; further: potency means the concentration at half of the fitted maximal effect; on the % scale 0 is the no-effect control and ±100 the full control effect; nearly all actives have a fitted effect of over 55% in size
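Quantitative HTS, concentration-response format. 2,000 cells/well co-treated with 5-fluorouridine and compound, 16 hr in 5% CO2 at 37 °C; ONE-Glo luminescence read after 30 min.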
p53 reactivator: restores transcriptional activity of mutant p53; H1299 p53-A138V BP100-luciferase reporter, luminescence, 24 h; Potency, µM (highest dose often 92.2 µM), for the others: at the top dose activity change, positive = activation, actives largely listed as activators; 320,000 tested, 0.063% active; AID 504706; further: potency means the concentration at half of the fitted maximal effect; % of control where 0% means no effect; nearly all actives have a fitted effect of over 45% in size
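H1299 (p53-null), stable ts p53-A138V + BP100-Luc; 1000 cells/well, Opti-MEM/10% FBS; cpd 4 pt, 1:5; 24 h, 37 deg C, 5% CO2; detection reagent 10 min RT; luminescence.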
MLL CXXC-DNA inh: inhibitors of human MLL CXXC domain-DNA interaction | Q03164 | MLL-CXXC / FITC-HOXA9 DNA fluorescence polarization | Potency, µM (series often up to 115 µM), without a hit: top-dose activity change, negative = inhibition, most hits filed as inhibitors | 290,000 tested, 0.037% active | AID 2662; active means well fitted inhibition curve with a large enough effect in the polarisation, with a control signal flat, not every such curve was filed as active; inconclusive means small, poorly fitted or top-dose-only effect, or effect the other way, or a change in a side signal; inactive means no such curve, though single readings can be large or run the other way; the % refers to the polarisation; further: potency means the concentration at half of the fitted maximal effect
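Steps: dispense CXXC domain solution (7 uM) → pin compounds or unlabeled HOX-A9 DNA control → 5 min ambient → add FLSN-HOX-A9 solution (50 nM) → spin → 30 min ambient → fluorescence polarization. Tris pH 7.5/NaCl/DTT/BSA buffer.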
B2AR arrestin: beta2AR (human) beta-arrestin recruitment activity; P07550; beta-arrestin recruitment to beta2AR, cell-based reporter; Potency, µM (titrated, usually from 46.1 µM), for the others: at the highest dose activation, actives largely listed as activators; 330,000 tested, 0.02% active;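 further: potency means the concentration at half of the fitted maximal effect; 0% = DMSO controls and full agonism = EC100 isoproterenol or metaproterenol; nearly all actives have a fitted effect of over 65% in size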
BRCA1 expr act: increases BRCA1 expression. MCF7-BRCA1-FFLuc reporter, luminescence, 48 h; response scale: scaled: vehicle 0%, 10 µM genistein 100%. Potency, µM (top dose mostly 46.1 µM), inactives show at the highest dose activation, most hits filed as activators. 380,000 tested, 1.1% active. AID 624202; further: potency means the concentration at half of the fitted maximal effect; nearly all actives have a fitted effect of over 80% in size; some results filed as inactive show a strong effect at the top dose
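Using MCF7 cells harboring a BRCA1 firefly luciferase reporter, plated 2 h before compound pinning, the screen measured luminescence after 48 h incubation. Responses were normalized to DMSO and 10 microM genistein, then fitted for concentration-effect.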
TCR act: activators of T cell receptors. primary human leukocytes, anti-CD3, IL-2 HTRF, 48 h. Potency, µM (top dose mostly 9.22 µM), without a hit: top-dose activation of IL-2 secretion, usual class: activators. 330,000 tested, under 10 active. AID 504894; further: % of control where 0% means no effect
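IL-2 produced over 48 hr by a-CD3 bead-stimulated primary human leukocytes exposed to compounds was detected with a homogeneous time-resolved FRET immunoassay, 665nm acceptor signal after 320nm excitation.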
Integrin act MD: activators of alpha7 integrin expression for muscular dystrophy; alpha7betagal myoblasts, beta-gal FDG fluorescence, 48 h; Potency, µM (doses to about 38.3 µM), for the others: at the highest dose activation, hits mostly activators; 350,000 tested, 0.064% active; AID 624291;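 further: potency means the concentration at half of the fitted maximal effect; 100% = response of the positive control SU9516; nearly all actives have a fitted effect of over 60% in size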
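Alpha7betagal+/- myoblasts (passage 13) were plated 16-24 hr, then exposed to compounds (1:260 dilution of DMSO stock) for 48 hours at 37C. After MPER lysis, β-galactosidase reporter activity was read as FDG fluorescence (ex 480/em 540) after 30 minutes.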
An asterisk follows results filed as active; i = inactive; ? = inconclusive; · = no result given; [ ] = remark or other dose. Unless noted, the call rests on the fitted dose curve; in most records, active means well fitted curve in the direction sought with a large enough effect; inconclusive means small, poorly fitted or top-dose-only effect, or another doubt; inactive means no such curve, though single readings can be large; an effect the other way counts as inactive or inconclusive.

1) O=C(COc1cccnc1[N+](=O)[O-])NCCc1ccc(F)cc1
2) COc1ccc(CCNc2ccc(C(CC(N)=O)NC(=O)Cc3cccc4ccccc34)cc2[N+](=O)[O-])cc1 (stereo not given)
3) CS(=O)(=O)Nc1ccc(C2=NN(C(=O)CCCC(=O)O)C(c3cccs3)C2)cc1 (stereo not given)
4) Cc1oc(S(=O)(=O)N2CCOCC2)cc1C(=O)Nc1ccc(F)cc1
5) O=C(N/N=C/c1ccccc1O)C1(O)c2ccccc2-c2ccccc21
6) CC(=O)OCC1OC(OCc2cn(C[C@H]3CC[C@@H]([C@@H]4CC[C@H](Cn5cc(COC6OC(COC(C)=O)C(OC(C)=O)C(OC(C)=O)C6OC(C)=O)nn5)O4)O3)nn2)C(OC(C)=O)C(OC(C)=O)C1OC(C)=O (stereo not given in full)
7) O=C(CSc1nnnn1-c1cccc2c1CCCC2)N1CCOCC1
8) O=C(NNC(=O)C1CCCO1)c1ccc(F)cc1 (stereo not given)
9) Cc1nn(Cc2ccccc2)c(C)c1CCC(=O)O
10) COc1cccc(NC(=O)COC(=O)Cc2ccc(Br)cc2)c1
Compound | 1 | 2 | 3 | 4 | 5 | 6 | 7 | 8 | 9 | 10
A-T KAP1 phos | -1% | -9% | 18% | 9% | -6% | -10% | · | 0% | 5% | -1%
TRPV1 agonist | 0 | -1 | 5 | ? | 14 | 2 | 0 | -1 | 4 | 23
TSG101-PTAP inh | 0% | 3% | -1% | -1% | -1% | · | -17% | -4% | -2% | -2%
ELG1 DNA repair | 11% | 2% | 0% | 23µM* | ? | 11% | 2% | 5% | 15% | 7%
p53 reactivator | 10% | -12% | 2% | -3% | 11% | · | 1% | 11% | 10% | -1%
MLL CXXC-DNA inh | 2% | -18% | ? | -1% | 4% | -2% | 0% | 12% | 2% | 1%
B2AR arrestin | -0.4% | -0.6% | -1.2% | 0.4% | -0.3% | 0.3% | 0.1% | -0.4% | -0.4% | -0.2%
BRCA1 expr act | -4% | 4% | 1% | -4% | -75% | 2% | 1% | 4% | 5% | -15%
TCR act | 3% | 1% | 1% | 7% | 3%[46.1 µM] | 5% | 3% | -2%[46.1 µM] | 3% | 3%
Integrin act MD | 17% | 13% | 9% | -27% | -17% | 1% | 9% | -19% | -24% | ?

11) CC1(C)COC(c2cc3c(cc2Br)OCO3)OC1
12) CC(C)C(=O)Nc1ccc(Cc2ccc(NC(=O)C(C)C)c(O)c2)cc1O
13) C=CCn1c(SCC(=O)N2CCCC2=O)nc2sc(CC)cc2c1=O
14) Cc1cccc(C(=O)NC(=S)N2CCN(C)CC2)c1
15) O=S(=O)(NC1c2cccc3cccc(c23)C1Sc1ncccn1)c1ccccc1 (stereo not given)
16) COC(=O)c1c(C(=O)OC)c(-c2ccc(C)cc2)n2c1CCC2
17) O=C1OC2(CCCCC2)CC2=C1C1O[C@](CCCCN3C(=O)c4ccccc4C3=O)(Cc3ccccc31)O2
18) CCc1cc2c(=O)c(Oc3ccccc3F)c(C)oc2c(CN(C)C)c1O
19) O=C(C1=C[C@@H](c2ccc(Br)cc2)C[C@@H](OCc2ccc(CO)cc2)O1)N1CCN(Cc2ccccc2)CC1
20) C=CCn1c(=O)n(C)c2c(=O)n(C)c(=O)n(C)c21
Compound | 11 | 12 | 13 | 14 | 15 | 16 | 17 | 18 | 19 | 20
A-T KAP1 phos | · | -5% | 7% | -5% | 2% | -2% | 3%[11.5 µM] | 13% | -2% | ·
TRPV1 agonist | · | 4 | ? | · | 19 | 15 | i | -1 | ? | ·
TSG101-PTAP inh | -9% | -5% | -1% | -6% | 1% | -8% | · | -2% | -2% | -2%
ELG1 DNA repair | · | ? | -8% | 1% | -15% | -19% | · | -6% | 23µM* | ·
p53 reactivator | · | 0% | -11% | 4% | -6% | 2% | · | -8% | 2% | ·
MLL CXXC-DNA inh | · | 17% | · | 11% | 15% | 5% | -19%[23 µM] | -4% | 2% | ·
B2AR arrestin | · | -0.1% | -0.3% | -0.9% | -0.1% | -0.5% | -0.8%[9.22 µM] | -0.8% | 0.4% | ·
BRCA1 expr act | -12% | 1% | -5% | 2% | -61% | -2% | · | 0% | -24% | -5%
TCR act | 1% | -4% | -6% | · | 2%[46.1 µM] | 5% | · | -8% | -15% | 1%
Integrin act MD | -21% | 0% | -10% | 3% | 2% | -10%[7.66 µM] | · | -25% | -44% | 32%

21) Cc1[nH]c(-c2ccc3c(c2)OCO3)nc1C(=O)O
22) O=C(CSc1ccc2nnc(-c3ccccc3)n2n1)NCc1ccco1
23) CCCCOC(=O)N1CCOCCOCCOCC1
24) COc1ccc(CCNC(=O)CSc2nnc(CNC(=O)c3cc(OC)c(OC)c(OC)c3)o2)cc1OC
25) CC(=O)c1cccc(NC(=O)C(C)OC(=O)Cc2n[nH]c(=O)c3ccccc23)c1 (stereo not given)
26) NC(=O)CN1C(=O)C(=O)N(Cc2ccc(F)cc2)C1=O
27) CCOC(=O)c1c(CN2CCCCC2)n(C)c2ccc(OC)c(S(=O)(=O)c3ccccc3)c12
28) c1ccc(Oc2cnc3ccccc3n2)cc1
29) CCCCNC(=O)NNC(=O)c1ccco1
30) N#C/C(=C/c1ccc(N2CCOCC2)o1)C(=O)NC1CCCCC1
Compound | 21 | 22 | 23 | 24 | 25 | 26 | 27 | 28 | 29 | 30
A-T KAP1 phos | 18% | 0% | 4% | 5% | 2% | 2% | -2% | 8% | -9% | -4%
TRPV1 agonist | 1 | 2 | 1 | -2 | -1 | 3 | 11 | 19 | 1 | ?
TSG101-PTAP inh | 2% | -2% | -3% | 0% | -4% | -3% | -6% | -4% | 1% | ?
ELG1 DNA repair | 2% | -13% | -3% | 2% | 1% | 9% | -5% | 3% | -8% | -4%
p53 reactivator | 4% | 8% | 6% | 0% | -3% | 3% | 0% | 11% | 2% | 11%
MLL CXXC-DNA inh | -16% | 4% | -9% | 0% | 8% | 0% | 3% | 0% | 9% | ?
B2AR arrestin | 0.0% | -0.2% | -0.1% | -0.6% | 0.4% | -0.8% | 0.4% | -0.6% | -0.2% | -0.2%
BRCA1 expr act | 7% | -6% | 0% | -14% | 2% | -1% | -33% | 23% | -8% | 52%
TCR act | -8% | -4% | 1% | -7% | -2% | 4% | 4% | -5% | 1%[46.1 µM] | 4%
Integrin act MD | -14% | 15% | ? | -18% | -9% | 0% | -17% | 32% | 17% | -6%

Reprinted from the part before: three compounds; new compounds follow.
28) c1ccc(Oc2cnc3ccccc3n2)cc1
29) CCCCNC(=O)NNC(=O)c1ccco1
30) N#C/C(=C/c1ccc(N2CCOCC2)o1)C(=O)NC1CCCCC1
31) CCC(C)NC(=O)c1ccc(N2CCC3(CC2)OCCO3)c([N+](=O)[O-])c1 (stereo not given)
32) CC(c1ccccc1)n1c(CO)nc2ccccc21 (stereo not given)
33) CC(=O)c1ccc(NC(=O)CSc2nnc(-c3ccncc3)o2)cc1
34) CC(C)(C)c1cc(OC(=O)c2ccccc2F)ccc1O
35) CCc1nc2sc(C)c(C)c2c(=O)n1CCO
36) CCC(CC)=NNc1ccc(S(N)(=O)=O)cc1[N+](=O)[O-]
37) CC1(C)CC2CC(C)(CN2C(=O)COC(=O)CNC(=O)c2ccc(Cl)c(Cl)c2)C1 (stereo not given)
38) O=C(Nc1nnc(C2CC2)o1)c1ccc(S(=O)(=O)N2CCCc3ccccc32)cc1
Compound | 28 | 29 | 30 | 31 | 32 | 33 | 34 | 35 | 36 | 37 | 38
A-T KAP1 phos | 8% | -9% | -4% | 1% | 3% | -2% | -3% | 3% | 13% | 3% | 0%
TRPV1 agonist | 19 | 1 | ? | 0 | 18 | -2 | 1 | 4 | -1 | 25 | ·
TSG101-PTAP inh | -4% | 1% | ? | -2% | -1% | -2% | -5% | -2% | -3% | -4% | -6%
ELG1 DNA repair | 3% | -8% | -4% | 19% | 0% | 15% | -7% | 1% | 13% | 12% | 7.3µM*
p53 reactivator | 11% | 2% | 11% | ? | · | 5% | 6% | -3% | 0% | 1% | ?
MLL CXXC-DNA inh | 0% | 9% | ? | 4% | 2% | · | -9% | -1% | 33%[activator] | 0% | -12%
B2AR arrestin | -0.6% | -0.2% | -0.2% | -0.8% | -0.1% | -0.3% | -0.2% | -0.6% | -0.5% | -0.3% | -0.8%
BRCA1 expr act | 23% | -8% | 52% | 15% | 10% | 11% | -44% | -28% | 2% | -22% | -58%
TCR act | -5% | 1%[46.1 µM] | 4% | -1% | 2% | -2% | 5% | 3% | 0% | 0%[46.1 µM] | 12%
Integrin act MD | 32% | 17% | -6% | 4% | 7% | 12% | 5% | -4% | -6% | 12% | -9%
